Compound activity as filed in PubChem.
GSK3A inh = blocks human GSK-3 alpha kinase; actives 0.1% (n = 320,000); AID 2650; ADP-Glo luminescence, 60 min; inhibition, % at 10 µM;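 in the data active = inhibition above about 50%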;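 also: GST-tagged GSK-3 alpha with peptide substrate and 25 µM ATP; 0% = DMSO neutral wells and 100% = GW8510 positive control wells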
Target sequence (P49840 whole entry, looked up): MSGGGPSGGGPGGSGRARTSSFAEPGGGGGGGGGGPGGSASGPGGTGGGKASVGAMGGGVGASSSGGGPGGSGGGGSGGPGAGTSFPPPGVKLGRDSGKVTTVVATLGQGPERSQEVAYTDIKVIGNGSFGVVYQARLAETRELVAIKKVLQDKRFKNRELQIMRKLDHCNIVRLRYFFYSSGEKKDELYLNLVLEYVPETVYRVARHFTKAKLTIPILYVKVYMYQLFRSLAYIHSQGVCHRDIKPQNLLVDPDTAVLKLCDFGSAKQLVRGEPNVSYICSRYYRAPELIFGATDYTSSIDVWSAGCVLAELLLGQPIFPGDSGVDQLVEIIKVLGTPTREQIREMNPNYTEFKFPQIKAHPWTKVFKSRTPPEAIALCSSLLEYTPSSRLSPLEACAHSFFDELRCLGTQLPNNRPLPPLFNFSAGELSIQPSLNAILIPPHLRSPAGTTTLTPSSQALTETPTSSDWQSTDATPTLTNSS
aSyn UTR inh = 5' untranslated region of α-synuclein, MLPCN primary screen; alpha-synuclein 5'UTR reporter, inhibitor activity; inhibition, % (tested at 7.5 µM); actives 0.82% (n = 300,000); AID 1813; in the data active = inhibition above about 60%;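 also: H4 neuroglioblastoma cells stably carrying SNCA 5'UTR luciferase fusion; 0% = DMSO wells and 100% = positive control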
KLF5 inh = suppresses KLF5 promoter-driven expression | DLD-1 KLF5 promoter-luciferase reporter, luminescence | inhibition, % at 5 µM | actives 0.23% (n = 290,000);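 active = inhibition above a per-plate limit of that plate's mean compound inhibition plus 3 SD, cut at about 60% in these data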;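 also: 0% = DMSO wells and 100% = LY294002 at 200 µM; higher means less KLF5 promoter-driven luciferase light; inactives centre near -14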
GSK3B inh = human GSK3beta kinase inhibition; P49841; GST-GSK3beta kinase, ADP-Glo luminescence, 60 min; active compounds read low; activity score (negative = inhibition), % at 10 µM; actives 0.038% (n = 300,000);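 active = more than half of replicate wells score below -50%, meaning over 50% inhibition versus plate controls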;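 also: 0% = median DMSO wells and -100% = median GW8510 positive control wells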
Target sequence (P49841 whole entry, looked up): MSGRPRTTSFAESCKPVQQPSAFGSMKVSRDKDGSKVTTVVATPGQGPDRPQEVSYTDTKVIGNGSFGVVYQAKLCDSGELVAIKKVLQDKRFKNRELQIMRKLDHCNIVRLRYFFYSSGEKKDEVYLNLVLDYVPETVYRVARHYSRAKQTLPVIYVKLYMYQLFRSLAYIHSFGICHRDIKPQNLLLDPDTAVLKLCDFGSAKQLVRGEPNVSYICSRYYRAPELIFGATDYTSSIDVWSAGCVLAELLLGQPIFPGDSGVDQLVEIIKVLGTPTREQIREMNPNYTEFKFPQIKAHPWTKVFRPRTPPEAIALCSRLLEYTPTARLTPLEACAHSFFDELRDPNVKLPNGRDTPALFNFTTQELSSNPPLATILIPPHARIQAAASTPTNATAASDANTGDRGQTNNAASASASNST
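Test system – GST-tagged human GSK3beta kinase, cell-free · Incubation – 60 min enzyme reaction, room temperature · Signal – ADP-Glo luminescence · Also added – peptide substrate and ATP at 25 µM · Controls – DMSO neutral wells and GW8510 at 20 µM as positive · Buffer or medium – Tris/MgCl2 kinase buffer · Measure – Luminescence-derived activity versus plate DMSO and GW8510 wells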
HSP90 inh = inhibitors of HSP90 luciferase refolding in rabbit reticulocyte lysate; luciferase refolding luminescence, 3 h; inhibition, % at 5.6 µM; actives 0.91% (n = 290,000); AID 1789;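 active = inhibition above the screen-wide mean plus 3 SD, computed separately per campaign, cut at about 16% in these data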;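 also: 0% = DMSO wells and 100% = 60 µM geldanamycin wells; inhibitors lower the luminescence because luciferase stays unfolded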
Dyrk1A ADPGlo = blocks rat Dyrk1A kinase activity; Q63470; ADP-Glo luminescence, NFATc1 peptide; inhibition, % at 12.5 µM; actives 0.43% (n = 310,000); AID 504441; in the data active = inhibition above about 50%;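 also: plate controls were vehicle with enzyme for no effect and no enzyme for full effect; many of its hits are not listed in these tables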
IEC-6 cytotox = IEC-6 cytotoxicity, counter-screen for KLF5 inhibitors; luminescence viability; inhibition, % at 5 µM; actives 0.78% (n = 290,000); in the data active = inhibition above about 22%;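 also: 0% = plate median of test compound wells and 100% = cytotoxic reference compound wells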
HSF1 inhib = HSF1 inhibition | activity change, negative = inhibition, % at 7.5 µM (by protocol) | NIH3T3-HGL HSE-luciferase, MG132-induced, luminescence 8 h; active compounds read low | actives 0.77% (n = 300,000) | AID 2098;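 active = more than half of replicate wells show activity change below -50%, luminescence cut by over half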;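 also: luciferase reports HSF-1 transcriptional activity via heat shock element; 0% = median of DMSO wells and -100% = zero luminescence signal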
HSF-1 act = increases HSF-1 driven luciferase reporter signal; actives 1.7% (n = 300,000); AID 504408; activation, % at 9 µM; NIH3T3-HGL HSF-1 luciferase reporter, MG132, 8 h; 100% = twice DMSO control signal;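 active = mean replicate activation of at least 50% with a set share of replicates each reaching 50%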;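 also: 0% = median of the neutral control wells and 100% = twice that signal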
Platelet DG rel = modulates dense granule release in human platelets | inhibition, %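 (compounds screened at 7.5 µM in platelet-rich plasma)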 | actives 0.22% (n = 300,000) | human platelet-rich plasma, SFLLRN dense granule ATP release, luminescence | AID 1663;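 active = mean replicate score, as percent of positive control, at or above 50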
* hit, by the source's call; . = no result given. These rows are one share of the data; the hit share may differ from the screen's.

Results follow in this order: GSK3A inh	aSyn UTR inh	KLF5 inh	GSK3B inh	HSP90 inh	Dyrk1A ADPGlo	IEC-6 cytotox	HSF1 inhib	HSF-1 act	Platelet DG rel
- N#C/C(=C\c1ccc(C#N)cc1)C(=O)N1CCCC1
→ .	11	-4	-5	0	-2	-10	3	-2	11
- CC1=C(C#N)C(c2ccc(O)cc2)C2=C(CCCC2=O)N1 (stereo unspecified)
→ 2	0	-9	1	-2	-1	-3	2	10	-6
- CN(C)CCNC(=S)Nc1ccccc1Cl
→ -1	-16	-27	-3	-1	2	-3	-5	13	7
- O=C1C2C3C=CC(C4CC34)C2C(=O)N1/N=C/c1ccc([N+](=O)[O-])s1 (stereo unspecified)
→ -1	-85	8	4	-6	-2	-2	6	23	-5
- CCn1c(SCC(=O)Nc2cccc(O)c2)nc2c1c(=O)n(C)c(=O)n2C
→ -1	0	-15	3	-2	0	1	-5	17	17
- Cc1ccc(CNC(C)c2ccccc2)cc1 (stereo unspecified)
→ -1	2	2	6	-3	1	-5	-10	-3	12
- O=C(C1=C[C@H](c2ccc3c(c2)OCO3)C[C@H](OCCCCO)O1)N1CCN(Cc2ccccc2)CC1
→ -3	-2	-7	-2	4	1	-4	-5	2	1
- O=C(N/N=C/c1c[nH]c2ccc(Br)cc12)c1ccn(Cc2ccc(Cl)cc2)n1
→ -1	12	-8	-5	3	6	0	12	15	2
- COc1ccc(Cl)cc1C(=O)Nn1c(C)nc2ccccc2c1=O
→ -2	9	-27	0	3	.	-2	-12	-17	-8
- COc1ccccc1-c1nnc2sc(COc3ccc(Cl)cc3)nn12
→ -1	8	40	2	3	7	5	1	17	-9
- CC(=O)c1ccc(OCC(O)CN2CCN(CC(O)COc3ccc(C(C)=O)cc3)CC2)cc1 (stereo unspecified)
→ .	26	-19	-1	-1	-4	0	-5	-8	8
- CCOCCCNC(=O)c1cc2c(=O)[nH]c3ccccc3c2s1
→ -3	-14	-26	-1	2	1	0	-4	8	6
- Cc1cc(=O)n2nc(N3CCCC(C(=O)NCCc4ccc(Cl)cc4)C3)sc2n1 (stereo unspecified)
→ -1	5	-24	-1	-7	-3	-2	10	12	-5
- COC(=O)CCCC(=O)N1CCOCCN(C(=O)CCCC(=O)OC)CCOCC1
→ -3	13	-2	-1	2	2	4	7	3	-20
- O=C(N/N=C/c1cccnc1)c1cccc(NC(=O)c2ccc(Cl)cc2)c1
→ -1	11	6	-4	-3	-7	6	7	30	2
- OCCN=C1CCCc2c1[nH]c1ccc(Br)cc21
→ 2	62*	-1	0	-3	25	-2	-1	3	3
- Cc1ccc(C(=O)OCC(=O)Nc2ccc3[nH]c(=O)[nH]c3c2)o1
→ 0	12	.	0	.	5	.	-1	-7	6
- O=C1CC[C@@H](OCc2ccccc2)CCN1CC[C@H](Sc1ccccc1)c1ccccc1
→ .	-5	1	0	1	-14	0	3	-12	11
- CCn1c(=O)c2cc(C(=O)Nc3cccc(C(C)=O)c3)sc2c2ccccc21
→ 0	-66	-11	1	2	-1	3	-32	-30	-3
- Cc1cc(C)cc(NC(=O)NCC(O)COc2ccc([N+](=O)[O-])cc2)c1 (stereo unspecified)
→ 1	13	1	0	3	5	3	10	23	-1

Exported field by field: two of the compounds above.
> COC(=O)CCCC(=O)N1CCOCCN(C(=O)CCCC(=O)OC)CCOCC1
  GSK3A inh: -3
  aSyn UTR inh: 13
  KLF5 inh: -2
  GSK3B inh: -1
  HSP90 inh: 2
  Dyrk1A ADPGlo: 2
  IEC-6 cytotox: 4
  HSF1 inhib: 7
  HSF-1 act: 3
  Platelet DG rel: -20
> O=C(N/N=C/c1cccnc1)c1cccc(NC(=O)c2ccc(Cl)cc2)c1
  GSK3A inh: -1
  aSyn UTR inh: 11
  KLF5 inh: 6
  GSK3B inh: -4
  HSP90 inh: -3
  Dyrk1A ADPGlo: -7
  IEC-6 cytotox: 6
  HSF1 inhib: 7
  HSF-1 act: 30
  Platelet DG rel: 2

Quoted from the listing.
In HSF-1 act, COc1ccc(Cl)cc1C(=O)Nn1c(C)nc2ccccc2c1=O shows -17
In HSP90 inh, O=C1C2C3C=CC(C4CC34)C2C(=O)N1/N=C/c1ccc([N+](=O)[O-])s1 (stereo unspecified) shows -6
In HSF-1 act, Cc1ccc(CNC(C)c2ccccc2)cc1 (stereo unspecified) shows -3

Some of the entries so far, tab-delimited:
SMILES	GSK3A inh	aSyn UTR inh	KLF5 inh	GSK3B inh	HSP90 inh	Dyrk1A ADPGlo	IEC-6 cytotox	HSF1 inhib	HSF-1 act	Platelet DG rel
COc1ccccc1-c1nnc2sc(COc3ccc(Cl)cc3)nn12	-1	8	40	2	3	7	5	1	17	-9
CCn1c(=O)c2cc(C(=O)Nc3cccc(C(C)=O)c3)sc2c2ccccc21	0	-66	-11	1	2	-1	3	-32	-30	-3

Next section.
Results follow in this order: GSK3A inh	aSyn UTR inh	KLF5 inh	GSK3B inh	HSP90 inh	Dyrk1A ADPGlo	IEC-6 cytotox	HSF1 inhib	HSF-1 act	Platelet DG rel
- CCCCC(=O)Nc1ccc(C(=O)NNC(=O)c2ccccc2Br)cc1
→ -1	3	7	-1	1	-2	-3	-10	3	15
- Cc1ccccc1OCC(=O)Nc1ccc(N2CCN(C(=O)C(C)C)CC2)c(Cl)c1
→ 0	1	-12	3	-3	1	-14	-13	-8	0
- Cc1cc(=O)[nH]c2c3ccccc3nn12
→ 2	-52	-16	-1	1	.	-2	-6	-9	-1
- CCn1cc(C(=O)OCC(=O)c2cc(C)n(-c3ccccc3)c2C)c(=O)c2ccc(C)nc21
→ -4	7	-18	-4	-2	5	12	-9	-3	-1
- O=C(CSc1nc2ccccc2n1Cc1ccc(Cl)cc1)N/N=C/c1ccccc1C(=O)O
→ -1	24	18	3	5	-1	3	-10	3	-2
- Cc1nn(CC(=O)Nc2ccc3c(c2)OCO3)c(C)c1[N+](=O)[O-]
→ 0	-4	-30	1	-5	7	-2	-2	-6	11
- CCCCN(C(=O)c1ccc(Cl)c([N+](=O)[O-])c1)c1c(N)n(CCC)c(=O)[nH]c1=O
→ -9	-7	10	1	-1	0	-2	.	.	-7
- Cc1ccc(OCc2cc(C(=O)NCc3cnn(-c4cccc(F)c4)c3)no2)cn1
→ -2	-2	-11	1	-1	-4	-5	1	5	-3
- Cc1ccc(S(=O)(=O)NC(=O)NCc2ccccc2)cc1
→ -2	14	5	1	-2	-1	-4	-5	1	-8
- N#C/C(=C\c1ccncc1)C(=O)Nc1ccc(C(=O)O)cc1
→ 1	0	-12	4	-2	7	2	-2	-10	4
- CCOC(=O)c1nn(C23CC4CC(CC(C4)C2)C3)c2c1C(=O)N(c1ccc(C)cc1)C2=O
→ 11	-22	-28	1	-1	-1	2	1	8	2
- COc1ccc(/C(C)=N/Nc2ncc(Cl)cc2Cl)c(O)c1
→ -5	-92	-15	1	8	2	0	-11	1	-16
- COc1ccc(CCNC(=O)C2CCN(S(=O)(=O)c3ccc(OC)c(OC)c3)CC2)cc1OC
→ 5	7	-33	-2	3	4	2	-7	-2	-3
- CN(CC(=O)N1CCCCCC1)S(=O)(=O)c1ccccc1
→ -2	-68	-98	.	2	4	-3	3	19	2
- Cc1ccn2cc(CNC(=O)c3cccs3)nc2c1
→ -2	0	13	1	0	6	2	-1	2	-1
- Cc1ccc(NC(=O)CN2CCC(C(=O)c3ccc4c(c3)OCCO4)CC2)cc1
→ -1	25	-21	-1	2	5	1	5	7	2
- COc1ccc2c(=O)cc(-c3cccnc3)oc2c1OC
→ 2	-6	-13	-1	0	12	2	2	12	7
- COc1ccccc1-n1nnnc1SC(C)C(=O)NC1CCCC1 (stereo unspecified)
→ -1	7	.	2	.	-1	.	-3	7	-2
- CCOc1cccc(OCCCOc2cccc3cccnc23)c1
→ -2	6	-6	3	8	-2	-3	6	5	0
- O=C(c1ccco1)N1CCN(S(=O)(=O)c2cccc(C(F)(F)F)c2)CC1
→ .	27	16	1	1	1	4	1	12	-2
- COC(=O)C1=C(C(=O)OC)SC2(S1)C(C(=O)OC)=C(C(=O)OC)SC1=C2c2cc(C)ccc2NC1(C)C
→ 0	1	-4	-1	4	-3	4	6	1	1
- Cc1ccc(OCC(=O)NNC(=S)NC(=O)C2CCCCC2)c(C)c1
→ 1	-1	-25	0	-4	1	3	-2	6	10
- Cc1cccc(OCC(=O)Nc2cccc(C(=O)Nc3ccccc3C(=O)O)c2)c1
→ -7	3	-7	2	1	16	6	20	17	4
- O=C(N/N=C/C1CC2CCC1C2)C1CC1 (stereo unspecified)
→ -4	6	-23	-2	-2	2	-3	-5	-15	10
- O=C(O)c1cccc(N/N=C/c2cccs2)c1
→ 1	96*	-73	0	52*	-1	4	-58*	-62	11
- C#CCOCCOCCOCCNc1nc(N2CCN(C(=O)[C@H]([C@@H](C)CC)n3cc([C@@H](N)CC(C)C)nn3)CC2)nc(N2CCN(C(=O)[C@H](CCCCN)n3cc([C@@H](N)CO)nn3)CC2)n1
→ 1	-20	-4	-3	-1	1	-7	-4	5	-12
- CCn1c(C)c(C(C)=O)c(N2CCN(c3cccc(Cl)c3)CC2)nc1=S
→ 0	0	-9	2	-1	-1	-1	3	0	-54
- NC(=O)c1ccc(/C=N/O)nc1
→ 2	32	24	-2	-5	33	-2	-12	-3	-3
- COC(=O)c1c(C)cc(O)c(C=O)c1O
→ -5	23	.	0	.	6	.	3	6	-6
